Screening data as filed in PubChem.
SUMO1-SIM PPI: SUMO1-SIM interaction modulation; P63165; SUMO1 binding to a labelled peptide, TR-FRET, 1 h; inhibition, % at 20 µM; 360,000 tested, 0.33% active; in the data active = inhibition above about 37%
STEP block: STEP (human) phosphatase inhibition | P54829 | recombinant STEP, OMFP fluorogenic substrate, fluorescence | inhibition, % at 20 µM | 360,000 tested, 0.25% active | AID 588621;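 active = inhibition at 20 µM, scaled per plate between control wells, above about 37%, limit read from the data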;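 note: 0% = DMSO with enzyme and substrate and 100% = substrate only without enzyme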
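System: STEP (striatal-enriched tyrosine phosphatase) enzyme, cell-free; medium: Bis-Tris pH 6.0 buffer with DTT, detergent; dosing: 20 µM, 1% DMSO; times: reaction 20 min, ambient temperature; detection: fluorescence, 480/540 nm; read-out basis: normalized % inhibition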
Rpn11 block: inhibitors of human proteasome Rpn11; human 26S proteasome, Ub4-pepOG fluorescence polarization; 20S core pre-blocked with epoxomicin; 360,000 tested, 0.59% active; AID 588493; calls only at 20 µM;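 active = inhibition at 20 µM, scaled to each plate's controls, above about 33%, limit read from the data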
CSN inh: CSN deneddylation inhibition; Purified CSN, SCF-Nedd8-OG deneddylation, fluorescence polarization; inhibition, % at 12.5 µM; Q92905; 360,000 tested, 0.38% active;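 active = pattern-corrected inhibition above about 35%, with an unprinted fluorescence ratio check between 0.5 and 1.5, limit read from the data, passing the limit was not always enough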;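 note: 0% = enzyme with substrate and 100% = substrate without enzyme; some results filed as inactive read as strong as hits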
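Schedule: reaction 90 min, room temperature / Assay system: HEK293T-derived human Csn5 enzyme / Input: Csn5 at 0.24 nM final / Measure: inhibition of Csn5 cleavage, % / Control set: substrate-only high control, full reaction low control / Technique: fluorescence polarization of the substrate / Buffer or medium: Tris/NaCl/DTT buffer, pH 7.5 / Reagent: SCFSkp2-Nedd8OG substrate at 10 nM final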
LMPTP inh: blocks human LMPTP phosphatase; P24666; AID 651560; inhibition, % at 20 µM; recombinant LMPTP-A, OMFP fluorogenic substrate, fluorescence intensity; 360,000 tested, 0.22% active;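 active = compounds that cut the enzyme signal by at least half of the control window in the single-dose screen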;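 note: plate controls were DMSO wells with enzyme plus substrate for no effect and substrate without enzyme for full effect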
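Assay system: LMPTP-A phosphatase enzyme | Input: 0.625 nM enzyme | Also added: Fluorogenic phosphatase substrate OMFP at 400 µM final | Compound dosing: One test concentration per compound, 20 µM, with 3% DMSO overall | Schedule: 50 min enzyme reaction at room temperature, protected from light | Signal: Fluorescence intensity | Benchmarks: no-enzyme and uninhibited controls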
TbMetRS inhib: blocks T. brucei methionyl-tRNA synthetase activity. inhibition, % at 11.9 µM. purified T. brucei MetRS, ATP depletion, Kinase-Glo luminescence. AID 624268. 360,000 tested, 0.4% active;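 active = inhibition above a per-plate cutoff of the control wells' mean inhibition plus 3 SD, cut at about 5.5% in these data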;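 note: 0% = DMSO wells median and 100% = median of wells with control inhibitor compound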
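technique = Kinase-Glo luminescence, ATP depletion format | system = purified MetRS (methionyl-tRNA synthetase) enzyme from Trypanosoma brucei | timing = 15 min preincubation, 2 h reaction, all 25 °C | evaluation = percent inhibition versus plate control medians | dosing = single dose, 11.9 µM final nominal, 0.9% final DMSO | also added = substrates ATP, L-methionine and bulk Escherichia coli tRNA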
NadD inh: NadD (S. aureus) enzyme inhibition | purified NadD enzyme, colorimetric absorbance read-out | inhibition, % at 20 µM | 360,000 tested, 0.78% active; in the data active = inhibition above about 26%; note: some compounds past the cut are filed as inactive
MsrA inhibitor: bovine MsrA inhibition; AID 651718; purified bovine MsrA, absorbance read-out; 360,000 tested, 0.75% active; inhibition, % at 15.5 µM; in the data active = inhibition above about 4.5%;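 note: 0% = vehicle wells with enzyme and 100% = reference inhibitor wells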
Scp1 inh: Scp-1 (human) phosphatase inhibition. Q9GZU7. Recombinant Scp1, phosphopeptide, malachite green phosphate absorbance. inhibition, % at 20 µM. 340,000 tested, 0.88% active;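 active = inhibition above about 50% at 20 µM, limit read from the data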;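 note: plate controls were DMSO wells with enzyme for no effect and wells lacking enzyme for full effect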
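Test system: SCP-1 phosphatase catalytic domain, residues 76-261; measured by: colorimetric phosphate reagent with accelerator and stabiliser, absorbance at 630 nm; timing: enzyme reaction 45 min at room temperature, colour 5 min, stabilisation 30 min; also added: Phosphorylated 17-residue peptide substrate; compound dosing: one concentration, 20 µM, with 1.0% DMSO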
DNMT1 block: inhibitors of human DNMT1 | 360,000 tested, 0.83% active | inhibition (reported as % activation of signal), % at 10 µM | DNMT1 molecular beacon, Hinp1I cleavage, fluorescence; in the data active = inhibition above about 50%
Target sequence (P26358 504-1616 limits assumed): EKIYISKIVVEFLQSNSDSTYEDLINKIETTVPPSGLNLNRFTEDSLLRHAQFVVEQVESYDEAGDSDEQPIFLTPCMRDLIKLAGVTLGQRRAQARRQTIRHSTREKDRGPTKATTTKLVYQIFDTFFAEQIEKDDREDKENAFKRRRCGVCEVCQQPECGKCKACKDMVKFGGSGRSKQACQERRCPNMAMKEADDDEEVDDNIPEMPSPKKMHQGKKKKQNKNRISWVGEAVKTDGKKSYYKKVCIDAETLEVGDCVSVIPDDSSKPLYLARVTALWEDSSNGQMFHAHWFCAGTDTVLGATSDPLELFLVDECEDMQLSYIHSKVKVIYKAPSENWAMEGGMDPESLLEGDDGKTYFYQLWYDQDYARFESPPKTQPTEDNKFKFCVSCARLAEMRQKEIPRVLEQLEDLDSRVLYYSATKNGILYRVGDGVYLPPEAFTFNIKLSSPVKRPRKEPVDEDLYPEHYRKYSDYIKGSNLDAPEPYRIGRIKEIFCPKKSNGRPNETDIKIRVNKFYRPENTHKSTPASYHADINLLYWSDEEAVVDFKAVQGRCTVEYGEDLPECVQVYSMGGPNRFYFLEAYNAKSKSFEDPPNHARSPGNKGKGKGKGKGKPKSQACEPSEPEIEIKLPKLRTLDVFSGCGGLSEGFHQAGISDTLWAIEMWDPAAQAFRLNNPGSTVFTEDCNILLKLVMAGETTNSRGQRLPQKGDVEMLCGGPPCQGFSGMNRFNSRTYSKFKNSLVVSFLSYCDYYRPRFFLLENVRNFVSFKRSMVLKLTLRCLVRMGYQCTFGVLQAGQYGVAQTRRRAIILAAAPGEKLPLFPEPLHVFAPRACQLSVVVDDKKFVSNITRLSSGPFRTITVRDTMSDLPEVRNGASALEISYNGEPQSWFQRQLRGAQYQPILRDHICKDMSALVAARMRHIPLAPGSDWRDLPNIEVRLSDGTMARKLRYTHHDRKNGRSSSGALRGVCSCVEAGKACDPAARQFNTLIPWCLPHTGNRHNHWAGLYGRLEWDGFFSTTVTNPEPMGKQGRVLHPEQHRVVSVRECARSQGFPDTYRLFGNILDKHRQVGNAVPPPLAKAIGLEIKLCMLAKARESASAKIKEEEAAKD
Starred values were filed as active, the others as inactive; i = inactive; · = not tested or not shown; + = active, no number. This is a random part of the collection (roughly 3.9% active in at least one column).

SMILES	SUMO1-SIM PPI	STEP block	Rpn11 block	CSN inh	LMPTP inh	TbMetRS inhib	NadD inh	MsrA inhibitor	Scp1 inh	DNMT1 block
O=C(O)c1ccc(N/N=C/c2cc(Br)cs2)cc1	-17	1	i	2	0.3	-0.2	-3	3.1	-6	2
COc1ccccc1Cc1c(-c2ccc(OC)c(OC)c2)nc2ccc(C)cn12	6	1	i	1	3.1	0.3	5	2.3	·	-12
O=S(=O)(Cc1ccccc1Cl)N1CCN(Cc2ccc3c(c2)OCO3)CC1	2	0	i	0	0.9	1.1	-4	0.8	35	-1
N#Cc1ccc(COC(=O)CN2C(=O)NC3(CCCC3)C2=O)cc1	4	-2	i	-1	-1.4	0.3	-3	-1.4	-2	0
Cc1ccc(NC(=O)CCC(=O)NNC(=O)CCc2ccccc2)c(C)c1	4	-3	i	-5	-1.6	-0.4	-7	-0.3	-10	0
CN1CCN(C(=O)CCN2C(=O)/C(=C\c3ccc(F)cc3)SC2=S)CC1	-33	-1	i	3	-2.5	-0.4	0	0.7	-5	0
O=C(NCc1ccccc1)C1=C[C@H](C2CCCCC2)C[C@H](OCCCCO)O1	-2	-1	i	-5	1.2	-0.6	2	-0.8	-11	-9
COc1ccc(C)cc1NC(=O)COC(=O)Cc1c[nH]c2ccccc12	-5	4	i	-2	2.8	-0.3	3	-1.2	·	1
COc1ccccc1-c1csc(C(O)c2ccc(F)cc2)n1 (configuration not stated)	-2	-1	i	-4	1.0	-0.3	5	0.4	·	2
O=C(O)c1cccc(S(=O)(=O)Nc2cccc(S(=O)(=O)N3CCCCCC3)c2)c1	3	1	i	4	0.1	-1.1	-1	-0.1	13	1
CC(=O)Nc1ccc(-c2csc(Nc3ncccn3)n2)cc1	-6	2	i	-3	-0.1	-0.6	-1	0.3	-3	4
CC(C)C[C@H](NC(=O)c1[nH]cnc1C(=O)N[C@@H](Cc1ccccc1)C(=O)OC(C)(C)C)C(=O)OCc1ccccc1	-3	-2	i	-1	3.9	0.3	7	-0.2	-5	-13
COc1ccc(CCNc2ccc(C(CC(N)=O)NC(=O)Cc3ccc(Br)cc3)cc2[N+](=O)[O-])cc1 (configuration not stated)	-9	5	+	4	1.0	-0.2	-1	1.4	-6	55*
COC(=O)/C(C#N)=C/c1c(Oc2cc(C)cc(C)c2)nc2ccccn2c1=O	-22	3	i	10	0.6	-0.9	-9	0.3	-5	-6
COc1ccc(N(CC(=O)NCC2CCCO2)C(=O)CCC(=O)Nc2nccs2)cc1 (configuration not stated)	-1	1	i	5	-0.9	-0.5	-5	1.2	-3	-2
Cc1ccccc1S(=O)Cc1ccc(C(=O)NCCCN2CCCCC2)o1 (configuration not stated)	-8	-2	i	-3	-3.3	-0.2	2	0.0	-1	-2
COc1ccc(NC(=O)CCC(=O)c2cccs2)cc1S(=O)(=O)Nc1ccccc1Cl	26	25	i	-11	1.1	-0.6	-7	0.8	-17	-6
CCOC(=O)c1nc(S(C)(=O)=O)ncc1Cl	-9	0	i	0	-1.0	0.0	-1	1.5	-7	2
O=C(Cn1cc(C(F)(F)F)cc(Cl)c1=O)NCc1ccc(Cl)cc1	-3	2	i	0	-0.1	-0.6	1	0.4	3	2
Cc1cc(C)nc(NN=CC2=C(N3CCOCC3)/C(=C/c3ccc(Cl)cc3)CC2)n1	-4	4	i	11	-0.2	-0.3	5	0.5	2	-13
CCC(=O)Nc1nnc(SCC(=O)Nc2ccc3c(c2)OCCO3)s1	0	2	i	-2	0.4	0.0	-7	0.5	-2	-2
O=C(O)CC1(CC(=O)N2CCC(C(=O)O)CC2)CCCC1	4	0	i	0	-3.2	-0.9	-3	-0.5	-9	0
Cc1[nH]ccc(=O)c1OCc1ccccc1	-1	3	i	1	-1.0	-0.3	6	0.0	1	0
O=C(c1cccs1)N1CCC(c2nc3c(nnn3Cc3ccccc3)c(=O)[nH]2)CC1	6	-3	i	1	0.5	-1.9	2	-0.9	5	3
CCOC(=O)NC1(C(F)(F)F)C(=O)N(Cc2ccccn2)C2=C1C(=O)CC(C)(C)C2 (configuration not stated)	0	-2	i	3	-1.3	-0.6	-5	1.1	-1	2
O=C(COC(=O)c1ccc([N+](=O)[O-])o1)Nc1cccc2ccccc12	-12	0	i	6	0.1	-0.8	-4	0.1	6	-14
CN1CC(=O)Nc2ccccc2C1=O	2	-3	i	3	-2.3	0.0	-5	-1.4	-4	1
CCOC(=O)c1ccc(NC(=O)c2ccco2)cc1	-3	-2	i	4	-1.1	-1.6	4	1.5	-6	-3
CC(=O)Nc1ccc(/C=N\NC(=O)CNS(=O)(=O)c2ccc([N+](=O)[O-])cc2)cc1	-23	-2	i	-2	-0.5	0.4	-4	-0.1	-4	0
Cc1ccc(NC(=S)NCCC(c2ccccc2)c2ccccc2)c(C)c1	2	1	i	0	4.5	-0.2	-6	-0.1	-5	-4

An excerpt from above in order of length of the SMILES, smallest number first:
SMILES	SUMO1-SIM PPI	STEP block	Rpn11 block	CSN inh	LMPTP inh	TbMetRS inhib	NadD inh	MsrA inhibitor	Scp1 inh	DNMT1 block
COc1ccc(NC(=O)CCC(=O)c2cccs2)cc1S(=O)(=O)Nc1ccccc1Cl	26	25	i	-11	1.1	-0.6	-7	0.8	-17	-6
Cc1cc(C)nc(NN=CC2=C(N3CCOCC3)/C(=C/c3ccc(Cl)cc3)CC2)n1	-4	4	i	11	-0.2	-0.3	5	0.5	2	-13
CC(=O)Nc1ccc(/C=N\NC(=O)CNS(=O)(=O)c2ccc([N+](=O)[O-])cc2)cc1	-23	-2	i	-2	-0.5	0.4	-4	-0.1	-4	0

Remaining list, next part.
SMILES	SUMO1-SIM PPI	STEP block	Rpn11 block	CSN inh	LMPTP inh	TbMetRS inhib	NadD inh	MsrA inhibitor	Scp1 inh	DNMT1 block
COc1ccc(OC)c(C(C)NC(=O)C23CC4CC(CC(C4)C2)C3)c1 (configuration not stated)	-1	0	i	3	-0.1	-0.4	-2	0.6	1	1
C=CCNC(=S)N/N=C/c1ccc(N(CC)Cc2ccccc2)cc1	-6	2	i	-11	2.1	-1.3	4	2.4	1	-1
COc1ccc(C2C(C#N)=C(N)Oc3c2sc2nc(C)cc(C)c32)cc1 (configuration not stated)	-13	5	i	6	8.5	0.0	17	9.2*	26	2
CCN1C(=O)/C(=C\N(C(C)=O)c2ccccc2)OC1=S	-12	2	i	4	0.3	-1.4	3	6.7*	-4	2
CC(C)NC(=O)C(=O)Nc1ccc2c(c1)N(S(=O)(=O)c1cccs1)CCC2	-3	-1	i	3	0.5	-0.3	-8	-0.3	-12	-4
CN(C)CCCN(Cc1ccccc1)C(=S)Nc1ccc(OC(F)F)cc1	1	4	i	-8	-1.0	-0.2	-10	0.1	-1	10
CC(CCc1ccccc1)NC(=O)C1CCN(S(=O)(=O)N2CCOCC2)CC1 (configuration not stated)	9	0	i	-3	-1.6	-0.7	6	0.8	-2	2
CC(C)NC(=O)NC(=O)COC(=O)c1cc(S(=O)(=O)N2CCCCC2)ccc1N1CCOCC1	-1	0	i	0	-0.1	0.0	-2	-0.1	-5	0
COC1CCCCC1Nc1cccc(SC)c1 (configuration not stated)	-2	0	i	-1	0.3	0.3	4	-0.2	5	-3
CN(CCCCCCCCCCN(C)C(=O)Oc1cccc([N+](C)(C)C)c1)C(=O)Oc1cccc([N+](C)(C)C)c1	-23	-4	i	-1	-0.2	-0.2	-2	-1.0	-4	-3
Cc1cccc(C(=O)NC(NCc2ccco2)C(Cl)(Cl)Cl)c1 (configuration not stated)	1	2	i	-4	-1.0	1.8	2	2.2	3	1
O=C(C(=O)N1CCCc2ccccc21)c1c[nH]c2ccccc12	3	-5	i	-2	1.1	8.2*	4	2.9	-9	-1
COc1ccc2cc3cc(C(=O)NCCc4ccc(OC)c(OC)c4)oc3nc2c1	-3	2	i	3	1.8	-0.6	-3	1.9	-3	-6
CC(C)(O)c1cc2ccccc2c(=O)o1	6	-1	i	-1	-0.1	-0.6	-3	0.1	8	7
CC(C)N1CCN(Cc2ccoc2)CC1CCO (configuration not stated)	3	2	i	2	-0.5	-2.1	-1	2.1	-1	6
COc1ccc(Br)c(OC)c1C(=O)NC(=O)Nc1c(F)cccc1F	2	-2	i	4	0.0	-0.9	-2	-0.1	12	3
COc1ccc(-c2noc(CN3CCCCC3)n2)cc1OC	-5	-2	i	-3	0.6	-0.5	-6	1.0	-6	-8
CCOC(=O)Cc1csc(NC(NC(=O)CC)(C(F)(F)F)C(F)(F)F)n1	-1	5	i	10	0.0	-0.9	4	-0.1	-5	2
COc1ccc(C2CC(c3ccc(Br)cc3)=NN2C(=O)CCC(=O)O)cc1OC (configuration not stated)	-9	0	i	2	0.4	2.6	0	-0.4	-5	1
O=C(Nc1ccc(-c2nc3ncccc3o2)cc1)c1ccco1	8	0	i	3	1.8	-1.2	-5	3.4	44	-3
CCOc1ccc(CN(CCO)CCO)cc1[N+](=O)[O-]	-11	-4	i	2	-2.0	-0.9	-8	4.0	1	0
N#C/C(=C/c1ccc(O)cc1)C(=O)NCc1ccc(Cl)cc1	-18	-1	i	1	1.0	-0.3	-4	3.6	2	-1
Cc1ccc(NC(=O)CN(C)C(=O)c2cccc(S(=O)(=O)N3CCc4ccccc43)c2)cc1	3	-3	i	19	1.5	0.1	-2	-0.3	-11	-8
O=C(CS(=O)(=O)c1cccc(C(F)(F)F)c1)Nc1ccccc1Cl	-1	-1	i	-2	0.8	-1.2	-7	-1.8	-6	-3
CCOc1ccc(N2CC(C(=O)Nc3cc(Cl)ccc3-n3cncn3)CC2=O)cc1 (configuration not stated)	-5	1	i	-2	-0.7	-0.4	-3	-0.3	-4	-2
CCN1CCN(C(=O)C2CC(=O)N(c3ccc(Cl)cc3)C2)CC1 (configuration not stated)	-1	1	i	-4	-1.4	0.1	-2	0.8	1	0
CCOC(=O)C1=CCN(S(=O)(=O)c2ccccc2F)C1c1ccc(F)cc1 (configuration not stated)	2	0	i	-4	1.4	0.2	-8	-0.3	·	4
CCOc1ccc2nc(NC(=O)CN3C(=O)C4CCCCC4C3=O)sc2c1 (configuration not stated)	-1	3	i	-3	0.0	-0.2	0	-1.4	-5	-1
CCCCCCC(=O)N/N=C/c1ccco1	-6	-2	i	-1	-0.9	0.3	-2	-0.1	-5	-2
Cc1ccc(C)c(S(=O)(=O)Nc2ccc3cn[nH]c3c2)c1	0	-3	i	2	0.4	0.2	-6	1.9	-8	2
